Bioassay records deposited in PubChem by several laboratories.
Insulin prom up: MIN6 insulin promoter up-regulation; MIN6 insulin promoter-GFP reporter, high-content imaging; active compounds read high; z-score at 5 µM; 190,000 tested, 0.3% active;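 active means z-score above 3 at 5 µM with at least 500 cells counted in the well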
CSM14.1 death rescue: rescue of cells from ER stress-induced death, primary screen, 384-well, CSM14.1, thapsigargin, ATP luminescence (AID 1222); cellular ATP content (survival), % at 20 µM, or EC50 in µM where a hit was titrated; 190,000 tested, under 10 active; CSM14.1 thapsigargin-induced death rescue, ATP luminescence; higher % means a stronger effect;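 active means EC50 below 50 µM in the dose-response confirmation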;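 further: death triggered by thapsigargin at about 15 µM added after 2 h compound pretreatment; cell ATP read after overnight thapsigargin exposure of roughly 18 to 22 hours; normalized against plate controls of thapsigargin alone and 5% DMSO vehicle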
Autophagy mod: autophagy modulation, high-content screen; MEF GFP-LC3 puncta imaging; test concentration mostly 10 µM; calls only at 10 µM (by protocol); 190,000 tested, 0.98% active;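 active means percentage of spot-positive cells more than 3 SD above its plate mean, without a fluorescence outlier flag or 80% toxicity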;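 further: spot-positive cell cutoff set from DMSO-treated cells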
MT stabilizer: stabilizes microtubules in HeLa cells; AID 2205; 200,000 tested, 0.83% active; HeLa tubulin immunostaining HCS, 24 h; share of cells brighter than vehicle mean+2SD; % tubulin-high responders, % at 10 µM;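 active means plate Z-score above 3 for both tubulin-high and condensed-nucleus cell shares, with cell loss under 80%, at 10 µM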;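 further: anti alpha tubulin signal scored within the nucleus-defined area of each cell; some results filed as inactive read as strong as hits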
XIAP antagonists: small molecules displacing peptide from XIAP – biochemical, IAP family, fluorescence polarization (AID 1018). XIAP BIR domain, fluorescence polarization peptide displacement; higher % means a stronger effect. displacement, % at 20 µM; hits with a dose series show IC50 in µM. 200,000 tested, 0.007% active; in the data active means displacement above about 50%; further: a part of the inactive calls stands beside numbers as strong as those of hits
WT yeast gro inh: growth inhibition of WT yeast, mitochondrial fusion screen; AID 1362; inhibition, % at 10 µM; mitochondrial fusion phenotypic screen, WT strain; 190,000 tested, 2.1% active; in the data active means inhibition above about 58%; tested in S. cerevisiae
Hep lipid drop: modulators of hepatic lipid droplet formation; AML12 mouse hepatocytes, oleate lipid droplets, BODIPY imaging; inhibition, % at 6.5 µM; 240,000 tested, 0.4% active;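 active means lipid droplet intensity inhibited by at least 50%, with more than 500 cells counted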
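Material – AML12 mouse liver cells · Also added – oleate loading, 100 µM · Compound dosing – 6.5 µM single-point dosing · Times – overnight treatment with compound plus oleate · Measured by – fluorescence imaging, 20x objective, two fields per well · Read-out – percent inhibition of filter-corrected integrated lipid droplet intensity per well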
b-catenin transl: beta-catenin nuclear translocation modulation; HeLa beta-catenin nuclear translocation, immunofluorescence imaging; nuclear translocation activity, % at 5 µM; 190,000 tested, 0.3% active; AID 1665;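 active means nuclear translocation activity above 50% at 5 µM, with a well cell count of 50 or more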;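 further: per-cell ratio of nuclear to cytoplasmic median beta-catenin stain intensity; plate controls were DMSO negative control for no effect and GSK-3 inhibitor IX positive control for full effect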
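Test system: HeLa cells, endogenous beta-catenin; Compound: single 5 µM dose plus 0.02–20 µM confirmation series; Times: compound exposure 24 h at 37°C; Signal: fluorescence imaging of beta-catenin antibody stain plus DAPI; Read-out: % activation, nuclear-to-cytoplasmic median beta-catenin signal ratio per cell.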
Dynein transport: dynein cargo transport inhibition. 3617.4 mouse cells, GR-EGFP nuclear translocation imaging; test concentration mostly 20 µM; stimulated with dexamethasone, 1 µM; active compounds read low. z-score, hits read low. 220,000 tested, 0.47% active. AID 1381;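 active means plate z-score of nuclear minus cytoplasmic receptor signal below a set negative limit, without overly bright fluorescence or cell loss, cut at about -3.5 in these data, passing the limit was not always enough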;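 further: z-score of nuclear minus cytoplasmic ring GR-EGFP intensity difference per well; some compounds called inactive have numbers as strong as hits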
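Also added – dexamethasone, 1.0 µM final · Buffer or medium – tet-free, stripped-serum medium · Schedule – induction 48 h, compound 1 h, agonist 30 min · Detection – formaldehyde fixation, Hoechst nuclear stain, 10x automated fluorescence imaging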
WT yeast gro inh mutant strain: also measured in WT yeast gro inh; calls as there; inhibition, %; mitochondrial fusion phenotypic screen, mutant strain inhibition
Dynein transport cytoplasmic EGFP: second read-out of Dynein transport, no call of its own (marks repeat the call); z-score; measured here: cytoplasmic GR-EGFP intensity; active compounds read high
Dynein transport nuclear GR-EGFP: second read-out of Dynein transport, no call of its own (marks repeat the call); z-score; measured here: nuclear GR-EGFP intensity;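 lower value marks the stronger effect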
Dynein transport cell count: second read-out of Dynein transport, no call of its own (marks repeat the call); z-score; measured here: cell count per field
Insulin prom up cell count: also measured in Insulin prom up; calls as there; cell count; measured here: cytotoxicity, nuclei count;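 total cells summed across four imaged fields per well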
Hep lipid drop cells 6.5 µM: recorded beside Hep lipid drop, whose call it bears; cell count; measured here: cell count, cytotoxicity flag;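 cells counted across two imaged fields per well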
b-catenin transl cell count 5 µM: second read-out of b-catenin transl, no call of its own (marks repeat the call); cell count; measured here: cell count, cytotoxicity flag
MT stabilizer Hoechst-high %: further read-out of MT stabilizer, marked with its call; % Hoechst-high responders; measured here: nuclear condensation Hoechst responders;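 share of cells brighter than vehicle mean plus two SD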
MT stabilizer cytotoxicity %: further read-out of MT stabilizer, marked with its call; toxicity, %; measured here: cytotoxicity by cell density;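 0% = mean cell density of plate MIN control wells and 100% = no cells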
Autophagy mod cell loss 18 h: further read-out of Autophagy mod, marked with its call; toxicity, %; measured here: cell loss, nuclei count;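 cell loss after 18 h compound exposure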
* hit, by the source's call; i = inactive; x = no result given.

no.	SMILES	Dynein transport cell count	MT stabilizer	XIAP antagonists	Dynein transport nuclear GR-EGFP	Hep lipid drop cells 6.5 µM	MT stabilizer Hoechst-high %	CSM14.1 death rescue	b-catenin transl	b-catenin transl cell count 5 µM	Insulin prom up	Hep lipid drop	Autophagy mod cell loss 18 h	Dynein transport cytoplasmic EGFP	Autophagy mod	WT yeast gro inh	Dynein transport	Insulin prom up cell count	WT yeast gro inh mutant strain	MT stabilizer cytotoxicity %
1	Cc1ccc(S(=O)(=O)CC(=O)c2ccccc2)cc1	0.14	2.0	-1.1%	1	x	1.5	0.8%	3.7	1409	0.4	x	3	-0.21	i	-13	0.59	1774	-4	2.9
2	CC(=O)N=c1n(C)c2ccccc2n1CCOc1ccccc1	-0.027	3.6	-6.0%	-0.26	768	3.5	0.4%	x	x	-0.09	0	13	-0.31	i	-16	-0.38	1385	14	2.7
3	CNC(=S)/N=C(\Nc1ccc(C)cc1)c1ccccc1	-2	x	x	0.89	676	x	x	0.8	1319	0.35	-8	x	-0.071	x	x	0.89	972	x	x
4	CN=C1c2cc3cc(OC)ccc3n2CCN1C	-1	3.2	-3.6%	-0.13	681	2.3	3.4%	-1.2	1192	x	-4	11	-0.2	i	1	-0.78	x	-5	1.9
5	COc1ccc(/C(N)=N/OC(=O)CN(C)S(=O)(=O)c2ccc(C)cc2)cc1	-0.22	2.7	-11%	0.42	713	1.1	-2.7%	-1.5	940	1.1	-44	-9	-0.26	i	5	0.26	1410	14	7.8
6	Cc1nc(-c2ccncc2)nc(NCCNc2ccc(C(F)(F)F)cn2)c1Cl	0.99	x	x	0.23	684	x	x	0.4	1258	-0.04	-12	x	-0.15	x	x	-0.4	1009	x	x
7	Cc1ccccc1NC(=O)C(=O)c1cn(C)c2ccccc12	-0.25	3.1	-5.9%	0.8	676	1.7	-0.8%	-6.1	1139	-0.66	14	7	-0.27	i	-10	0.67	1546	3	4.1
8	Cc1nc(N2CCCCC2C)c2c(C)c(C(=O)Nc3cccc(C(F)(F)F)c3)sc2n1 (stereo not drawn)	-1.3	1.8	-1.8%	1.3	731	2.4	-1.3%	-1.5	1099	0.18	-1	6	-0.13	i	68*	2.5	1315	-3.5*	1.1
9	CCCc1nc(NCc2ccccn2)c2nnn(Cc3ccccc3F)c2n1	1.3	3.1	-5.6%	-1.4	x	2.5	-0.6%	-0.7	1351	0.05	x	4	-0.28	i	0	-1.2	1547	0	6.5
10	Cc1ccc(C(=O)Cn2nc(C)c([N+](=O)[O-])c2C)c(C)c1	0.38	4.2	-6.8%	-0.13	661	1.1	-2.2%	-2.1	1023	-0.13	4	37	-0.3	i	15	0.046	1296	-4	2.5
11	COCCCNC(=O)Cn1nc(-c2ccc(C)cc2)ccc1=O	0.42	2.3	-3.6%	-0.29	x	1.8	-0.9%	0.4	1362	-0.2	x	-8	-0.21	i	6	-0.66	1632	3	4.5
12	Cc1cc(C)c2[nH]c(=O)c(C(c3nnnn3Cc3ccc4c(c3)OCO4)N3CCCC3)cc2c1 (stereo not drawn)	0.043	5.1	-4.1%	0.086	x	2.2	2.1%	0.7	1131	-1.8	x	9	-0.32	i	-6	-0.32	967	2	13
13	COc1ccc(N2C(=O)N(Cc3ccccc3F)c3ccccc3S2(=O)=O)cc1	1.4	2.5	-2.4%	0.04	689	2.0	x	-1.0	1108	-0.06	10	15	-0.25	i	11	0.23	1238	1	5.8
14	CN1CCCC(OC(=O)CCCCC(=O)OC2CCCN(C)C2)C1 (stereo not drawn)	-0.013	3.2	-3.0%	0.35	722	1.8	2.1%	-8.5	1189	x	2	6	-0.22	i	3	0.35	x	3	3.9
15	CCCOc1ccc(C(=O)NNC(=S)NC(=O)c2cc(-c3ccc(Cl)cc3)nc3ccccc23)cc1	0.39	2.4	-4.7%	0.46	x	0.7	-1.6%	0.8	1250	0.11	x	-15	-0.23	i	-22	-0.3	1335	-18	7.9
16	CCOc1ccc(OCC)c(NC(=O)C2C3C=CC(O3)C2C(=O)NCc2ccco2)c1 (stereo not drawn)	0.6	2.2	-12%	0.16	x	2.1	-3.2%	-2.4	770	-0.35	x	30	-0.32	i	-6	-0.87	1299	0	5.5
17	Cc1ccc(C)c(NC(=O)C(Sc2nc3ccc(C)cc3[nH]2)c2ccccc2)c1 (stereo not drawn)	-0.27	1.5	0.3%	-0.32	616	2.8	-0.6%	x	x	-0.47	-24	1	-0.12	i	35	-0.53	1406	17	0.6
18	O=C1CCCC2=C1C(c1cccc(O)c1)C1=C(N2)c2ccccc2C1=O (stereo not drawn)	1.2	3.7	-3.3%	-0.96	742	2.1	-1.3%	0.4	1028	0.09	-4	-8	-0.27	i	2	-1.1	1137	-12	8.7
19	CC(C)C[C@H](NC(=O)c1[nH]cnc1C(=O)N[C@@H](Cc1ccccc1)C(=O)OC(C)(C)C)C(=O)OC(C)(C)C	0.24	x	x	0.084	652	x	x	-2.7	1242	-0.78	-31	x	-0.76	x	x	0.055	776	x	x
20	O=C(COc1ccccc1F)N1CCN(S(=O)(=O)/C=C/c2ccccc2)CC1	-1.4	3.7	-7.0%	0.79	574	2.7	-1.6%	-1.7	579	0.24	2	23	-0.26	i	22	1.4	1384	6	0.2
21	Cc1ccccc1-n1nc2c(c1NC(=O)COc1ccc(Cl)cc1)CS(=O)C2 (stereo not drawn)	-0.99	4.0	-0.9%	0.61	x	1.4	-0.8%	x	x	1.3	x	5	-0.043	i	7	0.48	990	-1	6.0
22	O=C(O)c1cc([N+](=O)[O-])ccc1N1CCC(Cc2ccccc2)CC1	0.18	3.3	-3.8%	-0.33	652	2.9	1.5%	-0.1	1086	-0.77	-4	4	-0.09	i	-21	-0.37	1546	9	6.3
23	Cc1cc(=O)n2[nH]c(-c3ccccc3Cl)cc2n1	0.087	2.8	4.6%	0.019	742	1.6	0.6%	2.4	1208	x	-4	1	-0.44	i	-17	-0.22	x	-11	7.3
24	CC(C)c1cc(C(F)(F)F)n2nc(C(=O)O)cc2n1	1.2	1.3	-5.3%	-0.34	750	1.9	2.8%	-5.0	1176	-0.54	-1	0	0.4	i	8	-0.65	927	2	7.8
25	Cc1cccc2cc(COC(=O)c3cccnc3)c(=O)[nH]c12	0.0089	3.6	-5.6%	0.055	x	0.9	1.7%	-0.8	1100	0.56	x	13	-0.42	i	-7	-0.45	1110	6	3.0
26	Cn1c(N)c(C(=O)Nc2ccccc2F)sc1=S	0.066	x	x	0.089	720	x	x	-2.2	1108	-0.04	-3	x	-0.2	x	x	0.27	1400	x	x
27	NC(=O)NC(=O)CC1S/C(=N/N=C2/NC(=O)CS2)NC1=O (stereo not drawn)	0.27	2.6	-4.1%	0.37	705	1.8	2.0%	0.5	1110	0.28	2	-3	-0.32	i	-18	0.27	1635	-12	11
28	COC(=O)c1ccc(NC(=O)CN(C2CCCCC2)S(C)(=O)=O)cc1	-0.29	3.5	3.2%	-0.38	792	0.4	-1.8%	1.4	1078	-0.23	2	9	-0.28	i	7	-0.49	1280	-20	27
29	CC(=O)c1cccc(NC(=O)COC(=O)c2n[nH]c3ccccc23)c1	0.32	4.2	2.6%	-0.061	721	3.0	-0.2%	-1.9	995	-0.47	28	-4	-0.061	i	-16	-0.44	1297	3	7.2
30	O=C1CCCN1CCCNc1ncnc2c1[nH]c1ccc(Cl)cc12	-0.93	2.9	-4.0%	0.088	675	1.7	x	-0.2	1078	-0.88	-4	0	-0.24	i	10	2.5	1263	17	8.5
31	NC(=O)C1CC(=O)N(c2ccc(OCc3c(F)cccc3Cl)cc2)C1 (stereo not drawn)	0.14	1.6	-9.2%	-0.75	719	2.0	-1.1%	0.1	973	0.44	-9	18	-0.18	i	-7	-1.1	1461	-11	5.7
